# hERG protect: compounds protecting human hERG from proarrhythmic drug block | Q12809 | CHO-hERG, FluxOR thallium flux, dofetilide IC70 present | activation (rescue from dofetilide block), less the hit threshold, % at 10 µM | 310,000 compounds, 0.51% hits | AID 1511;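 active = activation above the mean of controls blocked by dofetilide plus 5 SD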;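 note: thallium influx through hERG after potassium depolarization seen as dye fluorescence rise; in these data hits start at about 4.7%; inactives centre near -7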
# KCNK9 block: inhibitors of human KCNK9 two-pore domain potassium channel. HEK293 KCNK9, FluxOR thallium flux fluorescence; hits give low values. B-score at 10 µM. 310,000 compounds, 1.2% hits;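 active = ratio B-score over 3 SD below the library mean, with starting fluorescence within 5 SD of its mean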;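 note: negative B-score means less thallium flux so channel inhibition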
# RGS4 block: inhibitors of human RGS4. B-score at 10 µM. 310,000 compounds, 0.45% hits. HEK293 M3R/RGS4 inducible, Fluo-4 calcium flux; hits give high values; triggered by carbachol at its EC20. P49798;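 active = B-score, a plate-corrected calcium signal, over three deviations above library mean, with baseline fluorescence within five deviations of library mean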;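 note: RGS4 expression induced by doxycycline in cells with stable M3 receptor; B-score is computed from the integrated fluorescence ratio over baseline after carbachol; higher B-score means a larger calcium signal and so more RGS4 inhibition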
# Target sequence (P49798 whole entry, looked up): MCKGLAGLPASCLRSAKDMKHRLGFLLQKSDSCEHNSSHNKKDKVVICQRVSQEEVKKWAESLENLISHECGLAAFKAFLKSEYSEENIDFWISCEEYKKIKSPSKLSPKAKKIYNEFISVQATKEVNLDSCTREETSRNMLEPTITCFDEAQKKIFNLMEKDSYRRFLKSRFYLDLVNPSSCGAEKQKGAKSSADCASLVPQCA
# Dyrk1A ADPGlo: Dyrk1A (rat) kinase inhibition; Q63470; ADP-Glo luminescence, NFATc1 peptide; inhibition, % at 12.5 µM; 310,000 compounds, 0.43% hits; in the data active = inhibition above about 50%;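 note: plate controls were vehicle with enzyme for no effect and no enzyme for full effect; many of its hits are not listed in these tables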
# PolyA inh: inhibitors of polyadenylation in S. cerevisiae | S. cerevisiae SKY197-pL101 polyadenylation reporter, beta-gal luminescence; efflux-impaired pdr1/pdr3 knockout yeast; score 100 = 6 SD above DMSO | calls only at 12 µM | 300,000 compounds, 0.02% hits;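 active = lowest replicate activity score at least 50, where 100 means six control SD above control mean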;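 note: yeast exposed to compound for 9 h at 30 °C; higher score means more reporter readthrough which indicates perturbed polyadenylation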
# GSK3 alpha inh: blocks human GSK-3 alpha kinase; P49840; ADP-Glo luminescence, 60 min; inhibition, % at 10 µM; 320,000 compounds, 0.1% hits; AID 2650;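 in the data active = inhibition above about 50%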;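 note: GST-tagged GSK-3 alpha with peptide substrate and 25 µM ATP; 0% = DMSO neutral wells and 100% = GW8510 positive control wells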
# Target sequence (P49840 whole entry, looked up): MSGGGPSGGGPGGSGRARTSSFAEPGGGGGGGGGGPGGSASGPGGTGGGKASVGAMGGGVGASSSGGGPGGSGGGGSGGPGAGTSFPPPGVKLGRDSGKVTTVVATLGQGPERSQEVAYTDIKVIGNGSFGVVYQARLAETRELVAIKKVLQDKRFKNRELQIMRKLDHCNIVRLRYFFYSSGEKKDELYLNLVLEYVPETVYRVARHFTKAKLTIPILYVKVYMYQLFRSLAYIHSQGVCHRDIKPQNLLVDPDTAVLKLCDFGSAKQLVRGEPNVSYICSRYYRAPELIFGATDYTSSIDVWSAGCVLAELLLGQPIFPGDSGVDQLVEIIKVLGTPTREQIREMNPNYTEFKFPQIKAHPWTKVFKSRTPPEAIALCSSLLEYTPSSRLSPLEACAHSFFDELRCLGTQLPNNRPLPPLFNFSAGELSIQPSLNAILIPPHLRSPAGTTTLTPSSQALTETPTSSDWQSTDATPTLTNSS
# KCNQ1 act: potentiators or activators of human KCNQ1 potassium channel. 310,000 compounds, 0.35% hits. AID 2648. CHO-K1 KCNQ1, thallium flux FluxOR fluorescence; hits give high values. P51787. B-score at 10 µM;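 active = fluorescence ratio B-score, a plate-corrected score, at least three library SD, with initial intensity B-score within 5 SD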
#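 assay system = KCNQ1-transfected CHO-K1 cells | medium = assay buffer with matched DMSO | probe or stimulus = depolarizing K+/Tl+ stimulus, K2SO4 and Tl2SO4 each 12.5 mM in 5x stock | dosing = single dose | incubation = dye 90 min, compound 20 min, room temperature | detection = kinetic FluxOR fluorescence, 10 s baseline plus 110 s post-stimulus | evaluation = ratio B score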
# KCNK3 inh: human KCNK3 channel inhibition, primary screen | AID 602410 | B-score at 10 µM | CHO-KCNK3 thallium flux, FluxOR fluorescence; hits give low values | 340,000 compounds, 0.84% hits;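 active = B-score under library mean minus 4 SD, starting fluorescence ratio at most library mean plus 5 SD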;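 note: more negative B-score means stronger inhibition of thallium flux through KCNK3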
# Target sequence (O14649 whole entry, looked up): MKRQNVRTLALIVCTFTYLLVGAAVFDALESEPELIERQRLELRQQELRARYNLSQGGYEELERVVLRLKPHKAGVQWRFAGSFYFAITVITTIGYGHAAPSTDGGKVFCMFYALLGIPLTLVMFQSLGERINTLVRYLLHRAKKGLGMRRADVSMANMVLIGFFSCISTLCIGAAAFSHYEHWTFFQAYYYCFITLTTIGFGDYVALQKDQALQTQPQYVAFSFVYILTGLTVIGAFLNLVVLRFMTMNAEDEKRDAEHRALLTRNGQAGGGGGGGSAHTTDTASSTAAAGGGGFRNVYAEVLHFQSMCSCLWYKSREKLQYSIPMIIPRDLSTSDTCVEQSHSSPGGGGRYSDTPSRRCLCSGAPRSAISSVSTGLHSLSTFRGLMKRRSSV
# KCNQ1 block: human KCNQ1 channel inhibition; P51787; 310,000 compounds, 1.3% hits; CHO-K1 KCNQ1, FluxOR thallium flux fluorescence; hits give high values; B-score at 10 µM;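 active = compounds whose thallium flux B-score, printed positive for inhibition, exceeds three library SD while starting fluorescence stays within three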;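 note: channel opened by potassium depolarization with thallium stimulus after 20 min compound exposure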
# GSK3B inh: blocks human GSK3beta kinase activity | 300,000 compounds, 0.038% hits | activity score (negative = inhibition), % at 10 µM | GST-GSK3beta kinase, ADP-Glo luminescence, 60 min; hits give low values | P49841;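 active = more than half of replicate wells score below -50%, meaning over 50% inhibition versus plate controls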;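 note: 0% = median DMSO wells and -100% = median GW8510 positive control wells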
#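 Assay system: GST-tagged human GSK3beta kinase, cell-free; Input: 1.6 ng GSK3beta; Medium: Tris/MgCl2 kinase buffer; Timing: 60 min enzyme reaction, room temperature; Signal: ADP-Glo luminescence quantifying ADP generated by kinase; Evaluation: score relative to plate controls; Benchmarks: DMSO neutral wells and GW8510 at 20 µM as positive.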
# RGS4 pot: potentiators or activators of RGS4. HEK293 M3R/inducible RGS4, carbachol calcium flux Fluo4; hits give low values. B-score at 10 µM. 310,000 compounds, 0.92% hits. AID 463111;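 active = B-score of the integrated calcium signal more than 4 SD below the library mean, with starting fluorescence not abnormally high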;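 note: negative B-score means reduced calcium response which marks RGS4 activation or potentiation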
#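 Test system: HEK293 cells with stable M3R and inducible RGS4; also added: carbachol at ECmax as muscarinic agonist stimulus; schedule: dye loading 30 min 37 °C, buffer rest 30 min RT; technique: kinetic calcium fluorescence imaging with Fluo4-AM dye, 2 µM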
# Active calls of the source: *; i = inactive; . = not tested or not shown. The list is partial; rates above refer to the full screens.
# Order of values: hERG protect	KCNK9 block	RGS4 block	Dyrk1A ADPGlo	PolyA inh	GSK3 alpha inh	KCNQ1 act	KCNK3 inh	KCNQ1 block	GSK3B inh	RGS4 pot
1: CCC(=O)OCc1cc(=O)oc2ccc3ccccc3c12
  -4	i	i	35	i	-2	i	i	i	1	i
2: COC(=O)c1cc(S(=O)(=O)N2CCOCC2)ccc1Sc1ccccc1N
  -10	i	i	-11	i	-2	i	i	i	-2	i
3: COc1ccccc1C1Nc2cccc3cccc(c23)N1
  -7	i	i	31	i	1	i	i	i	1	i
4: CC(C)(C)NC(=O)Cn1c(SCC(=O)NC2CCCCC2)nc2ccccc21
  -11	i	i	0	i	1	i	i	i	-1	i
5: COc1ccc(C(=O)N/N=C/c2ccc(OC)c(CN3CCc4cc(OC)c(OC)cc4C3C)c2)cc1 (stereo not given)
  -31	i	i	.	i	-1	i	i	i	-2	i
6: COc1cc(NC(=O)C2CCN(S(=O)(=O)c3ccc(Cl)cc3)CC2)ccc1-n1cnnn1
  -1	i	i	.	i	2	i	i	i	-2	i
7: C=CCn1c(SCC(=O)c2ccc(Cl)cc2)nnc1-c1ccc2c(c1)OCO2
  -17	i	i	-5	i	-5	i	i	i	-23	i
8: CC(=O)Oc1ccc(N(C(C)=O)S(=O)(=O)c2ccc3ccccc3c2)cc1
  -1	i	i	-1	i	-1	i	i	i	5	i
9: CCC1=Nc2cc(C(=O)NCc3ccco3)ccc2Sc2ccc(C)cc21
  -7	i	i	-3	i	0	i	i	i	-2	i
10: Cc1cc(N2CCOCC2)nc2ccc(NC(=S)N3CCN(Cc4ccccc4)CC3)cc12
  -15	i	i	-1	i	-1	i	i	i	5	i
11: OCCNc1nc(SCc2ccccc2)nc2sc3c(c12)CCC3
  -10	i	i	7	i	.	i	i	i	-4	i
12: CC(C)CCc1c(O)nc(SCC(C)C)[nH]c1=O
  -9	i	i	-2	i	-1	i	i	i	2	i
13: CSc1ccc(S(=O)(=O)NC2CC3CCC2C3)cc1 (stereo not given)
  -2	i	i	-5	i	-2	i	i	i	-3	i
14: Cc1cc(N2CCCC2)ccc1/C=C1\NC(=S)N(C)C1=O
  -8	i	i	-2	i	0	i	i	i	-2	i
15: CCOC(=O)N1N=C(c2ccc(OC)cc2)CC1(O)C(F)(F)F (stereo not given)
  -10	i	i	0	i	1	i	i	i	0	i
16: CCOc1ccc(OCC)c(Nc2cc(C)nc3ncnn23)c1
  -5	i	i	10	i	-2	i	i	i	0	i
17: Cc1ccc(CSC2=Nc3ccccc3C3=NC(=O)CN23)cc1
  -8	i	i	4	i	-2	i	i	i	2	i
18: O=C(CSC1=NCCS1)Nc1nc(-c2ccccc2)cs1
  -18	i	i	-1	i	-3	i	i	i	-3	i
19: O=C(NCc1ccccc1Cl)C(=O)NCC1OCCN1S(=O)(=O)c1ccc(F)cc1 (stereo not given)
  -8	i	i	4	i	-2	i	i	i	2	i
20: CCOc1cc2[nH]c(=S)n(CC3CCCN3CC)c(=O)c2cc1OCC (stereo not given)
  -6	i	i	4	i	-1	i	i	i	0	i
21: Cc1cccc(OCC(=O)OC(C)C(=O)Nc2ccc(Cl)cn2)c1 (stereo not given)
  -15	i	i	15	i	1	i	i	i	-3	i
22: CCOc1ccc(NC(=O)CSc2nnc(Cc3cccn3C)n2-c2ccc(F)cc2)cc1
  -7	i	i	10	i	3	i	i	i	2	i
23: O=c1[nH]c(SCCOc2ccccc2)nc2ccccc12
  -13	i	i	3	i	3	i	i	i	-1	i
24: NCCCn1c(C(=O)c2cc(Cl)c(N)c(Cl)c2)c2ccccc2[n+]1[O-]
  -11	i	i	17	i	3	i	i	i	-3	i
25: S=C(NCCCc1ccccc1)Nc1ccc(Br)cc1
  -18	i	i	-4	.	.	i	i	7*	3	i
26: CC(C)c1ccc2[nH]c3nc(SCC(=O)NC4CC4)nnc3c2c1
  -8	i	i	2	i	-1	i	i	i	0	i
27: Cc1ccccc1C(=O)N1CCN(c2ccc(N3CCOCC3)nn2)CC1
  -10	i	i	1	i	4	i	i	i	0	i
28: Cc1nc(N)sc1N=Nc1c(C)n(C)n(-c2ccccc2)c1=O
  -4	i	i	2	i	-1	i	i	i	2	i
29: CCOC(=O)c1c(-c2ccccc2)oc2ccc(OCC(O)CN(C)C)cc12 (stereo not given)
  -14	i	i	3	i	8	i	i	i	-3	i
30: COc1ccc(Cl)cc1NC(=S)NCCO
  -10	i	i	3	i	-1	i	i	i	0	i
31: CCCCOc1ccc(C(=O)NCC(=O)NCC(c2ccc(F)cc2)N2CCOCC2)cc1 (stereo not given)
  -17	i	i	-9	i	0	i	i	i	3	i
32: CCC(C)(C(=O)NC1CCCC1)N(C(=O)c1ccccn1)c1ccccc1 (stereo not given)
  -1	i	i	.	i	-1	i	i	i	-2	i
33: OCC1(Cc2ccc(Cl)cc2)CCN(Cc2ccc3nsnc3c2)CC1
  -12	i	i	1	i	-2	i	i	i	2	i
34: COc1cc(/C=N/NC(=O)c2cc(-c3ccc4c(c3)OCO4)n[nH]2)ccc1O
  -9	i	i	5	i	6	i	i	i	1	i
35: COc1ccc(-c2cc(N3CCCC3)n3ncnc3n2)cc1
  -3	i	i	6	i	3	i	i	i	5	i
36: CCn1c(=Nc2ccc(N3CCOCC3)cc2)ccc2ccccc21
  -7	i	i	-3	i	-1	i	i	i	2	i
37: CC(=O)CCC(=O)N1CCC(n2nccc2NC(=O)c2ccccc2C)CC1
  -4	i	i	-2	i	2	i	i	i	0	i
38: Cc1ccc(Sc2cnn(-c3ccccc3)c(=O)c2Cl)cc1
  -7	i	i	7	i	0	i	i	10*	1	i
39: CS(=O)(=O)N1CCN(c2ccccc2NC(=O)c2cccs2)CC1
  -8	i	i	1	i	2	i	i	i	-1	i
40: Cc1cc(C)n(/N=C/c2ccco2)c(=O)c1C#N
  -7	i	i	-1	i	-1	i	i	i	4	i
41: CC(C)c1ccc(NC(=O)C2CCN(S(C)(=O)=O)CC2)cc1
  -4	i	i	.	i	-1	i	i	i	-2	i
42: CC12CN(C(=S)Nc3ccccc3)CC(C)(CN(C(=S)Nc3ccccc3)C1)C2=O
  -8	i	i	-6	i	0	i	i	i	3	i
43: O=C(Nc1ccc(Cl)cn1)c1ccc([N+](=O)[O-])o1
  -1	i	i	3	i	.	i	i	i	-8	i
44: COc1ccc(NC(=O)c2cccs2)c([N+](=O)[O-])c1
  -3	i	i	7	i	-8	i	i	i	-1	i
45: CCOC(=O)CSc1nnc(Cn2nnc3ccccc32)n1-c1ccc(F)cc1
  -8	i	i	.	i	0	i	i	i	2	i
46: Cc1cc(OCCCCCNCCO)cc(C)c1Cl
  -15	i	i	9	i	.	i	i	i	0	i
47: COc1ccc(C(=O)N2CCN(C(C)=O)CC2)cc1S(=O)(=O)NCc1ccc(Cl)cc1
  -7	i	i	6	i	0	i	i	i	2	i
48: CCOC(=O)N1CCC(NC(=O)C2CCN(S(=O)(=O)N3CCCC3)CC2)CC1
  -3	i	i	-8	i	0	i	i	i	0	i
49: Cc1ccc(OCC(=O)NCCO)c(Br)c1
  -7	i	i	1	i	-3	i	i	i	0	i
50: Cn1c(=O)[nH]c(=O)c2c1nc(SCCC(=O)O)n2Cc1cccc(Br)c1
  -7	i	i	4	i	-1	i	i	i	1	i
51: Cc1noc(C)c1C(=O)NCc1cccs1
  -8	i	i	2	i	0	i	i	i	-1	i
52: Cn1c(SCc2cc(=O)[nH]c3ccccc23)nnc1-c1ccc(Br)cc1
  -9	i	i	3	i	-2	i	i	i	-4	i
53: O=C(NCC1CCCO1)c1ccc(-c2cccc(C(F)(F)F)c2)o1 (stereo not given)
  -8	i	i	-1	i	1	i	i	i	0	i
54: O=C(CN1C(=O)NC2(CCCC2)C1=O)Nc1ccc(F)c(F)c1F
  -10	i	i	-4	i	2	i	i	i	1	i
55: Cc1ccc(NC(=O)CCC(=O)NNS(=O)(=O)c2ccc(Cl)cc2)cc1C
  -11	i	i	.	.	.	i	i	i	1	i
56: Cn1c(=O)oc2cc(S(=O)(=O)N3CCC4(CC3)OCCO4)ccc21
  -10	i	i	2	i	.	i	i	i	1	i
57: Cc1ccc(S(=O)(=O)N(C)C)cc1NC(=O)Nc1ccccc1
  -3	i	i	0	i	-2	i	i	i	3	i
58: Cc1ccc(S(=O)(=O)N2CCCC(C(=O)NCc3ccccc3F)C2)cc1 (stereo not given)
  -7	i	i	-9	i	-2	i	i	i	0	i
59: COC(=O)c1c(C)[nH]c(C(=O)OCC(=O)N(CC(C)C)c2c(N)n(Cc3ccccc3)c(=O)[nH]c2=O)c1C
  -16	i	i	-4	i	.	i	i	i	2	i
60: CSCCC(NC(=O)c1ccco1)C(=O)Nc1cc(C)ccn1 (stereo not given)
  -8	i	i	.	i	.	i	i	i	0	i

# Further records:
# Order of values: hERG protect	KCNK9 block	RGS4 block	Dyrk1A ADPGlo	PolyA inh	GSK3 alpha inh	KCNQ1 act	KCNK3 inh	KCNQ1 block	GSK3B inh	RGS4 pot
61: CC(=O)N1c2ccc(C)cc2C(c2ccccc2)CC1C (stereo not given)
  -4	i	i	.	i	-2	i	i	i	.	i
62: COc1ccc(-c2csc(Cc3nnc4n3CCCCC4)n2)cc1
  -6	i	i	2	i	1	i	i	i	-4	i
63: COC(=O)C(=C/C(C)=C/c1cccnc1)C(=O)OC
  -7	i	i	-3	i	-1	i	i	i	0	i
64: COc1ccccc1-c1nnc(SCC(=O)Nc2ccc3[nH]c(=O)[nH]c3c2)n1N
  -1	i	i	.	i	0	i	i	i	.	i
65: Cc1cc(C)c(S(=O)(=O)N2CCCC(C(=O)N3CCOCC3)C2)c(C)c1 (stereo not given)
  -8	i	i	-5	i	0	i	i	i	1	i
66: CCN(CC)C(=O)CSc1nc(O)cc(=O)n1C
  -7	i	i	1	i	-2	i	i	i	4	i
67: Cc1ccc([N+](=O)[O-])cc1NC(=S)NC(=O)C(C)(C)C
  -4	i	i	3	i	-4	i	i	i	1	i
68: COc1ccccc1/C=C1\N=C(C(C)(C)C)OC1=O
  -7	i	i	0	i	-2	i	i	i	4	i

# Screening results deposited in PubChem BioAssay by several laboratories.
